Source: PubChem BioAssay (several laboratories)
MMP13 inh – inhibitors of human MMP13. MMP-13 fTHP FRET cleavage, Mca fluorescence. 65,000 tested, 0.07% active. inhibition, % at 4 µM;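 active = inhibition above the mean of compound-free control plate wells plus 3 SD, cut at about 14% in these data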;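 note: 0% = DMSO wells and 100% = wells with reference MMP-13 inhibitor after basal subtraction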
SF-1 act – activates the human nuclear receptor SF-1; activation, % at 10 µM; CHO-K1 Gal4-SF-1 LBD luciferase reporter; % increase over DMSO SF-1-specific signal; 65,000 tested, 1.9% active; AID 522; Q13285;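 active = activation above the mean activation of all tested compounds plus 3 SD, cut at about 50% in these data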
Target sequence (Q13285 whole entry, looked up, the tested form may be a part): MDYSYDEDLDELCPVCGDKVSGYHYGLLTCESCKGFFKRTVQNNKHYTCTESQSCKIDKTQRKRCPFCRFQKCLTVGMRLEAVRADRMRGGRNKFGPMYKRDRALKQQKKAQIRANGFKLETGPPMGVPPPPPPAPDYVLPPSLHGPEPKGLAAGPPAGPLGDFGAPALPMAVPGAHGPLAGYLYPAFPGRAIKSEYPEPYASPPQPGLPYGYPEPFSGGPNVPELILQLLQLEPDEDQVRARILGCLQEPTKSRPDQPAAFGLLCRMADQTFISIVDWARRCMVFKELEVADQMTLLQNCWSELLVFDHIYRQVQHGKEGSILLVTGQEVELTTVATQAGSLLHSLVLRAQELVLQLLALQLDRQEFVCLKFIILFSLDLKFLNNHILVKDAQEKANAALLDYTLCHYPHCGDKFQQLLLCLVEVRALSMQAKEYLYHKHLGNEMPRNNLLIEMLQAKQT
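Material: Gal4–SF-1 LBD one-hybrid luciferase reporter in CHO-K1 cells | Amount: 4,000 cells per well | Compound dosing: 10 µM single point, 1% DMSO | Schedule: 20 h compound treatment, 37 °C | Measured by: SteadyLite luciferase luminescence | Evaluation: Percent activation versus DMSO | Control set: DMSO-treated SF-1-transfected cells as negative, DMSO-treated mock-transfected cells lacking SF-1 as background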
A340 absorber – compounds absorbing at 340 nm. 65,000 tested, under 10 active. fold change at 10 µM. compound absorbance at 340 nm, fold over control. AID 708;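 active = at 10 µM dose, initial 340 nm absorbance at least 2 fold that of control wells; inactive = change under 2 fold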;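 note: initial absorbance extrapolated from kinetic A340 decline of NADH oxidation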
5HT1a ag – agonists of human 5-HT1a serotonin receptor | P08908 | CHO 5-HT1a Ga15 NFAT-bla reporter, FRET ratio; 0% basal, 100% maximal reference agonist | activation, % at 10 µM | 65,000 tested, 0.56% active | AID 567;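 active = activation above the screen-wide mean activation plus 3 SD, cut at about 19% in these data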;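 note: 0% = DMSO wells and 100% = 5-CT at EC100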
Target sequence (P08908 whole entry, looked up): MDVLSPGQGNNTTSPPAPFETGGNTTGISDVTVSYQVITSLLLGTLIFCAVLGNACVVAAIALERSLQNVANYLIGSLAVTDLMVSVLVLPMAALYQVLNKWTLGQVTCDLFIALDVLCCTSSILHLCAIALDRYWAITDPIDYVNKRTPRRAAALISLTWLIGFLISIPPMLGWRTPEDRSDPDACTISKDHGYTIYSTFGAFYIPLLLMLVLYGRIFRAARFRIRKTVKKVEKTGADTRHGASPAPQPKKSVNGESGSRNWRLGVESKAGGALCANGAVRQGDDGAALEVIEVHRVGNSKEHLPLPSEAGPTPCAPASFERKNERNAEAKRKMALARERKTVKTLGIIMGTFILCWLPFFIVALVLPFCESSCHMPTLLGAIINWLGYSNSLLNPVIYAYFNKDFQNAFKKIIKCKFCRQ
Autofluor 339 – intrinsic fluorescence of library compounds, ex339/em460 – biochemical, MLSMR library, data from DPM-DC assay, artefact control, profiling panel; compound autofluorescence, ex339/em460 nm, NADH buffer; active compounds read high; 1 = no-compound wells, NADH background; fluorescence fold increase at 10 µM; 65,000 tested, 5.5% active;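 active = at 10 µM, mean starting fluorescence two-fold or more over control wells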;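 note: signal is the first read of a kinetic run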
TNAP act DEA – activators of human TNAP at intermediate phosphate acceptor; P05186; purified TNAP, CDP-star luminescence, 100 mM DEA, 30 min; active compounds read high; scale: 0 levamisole-inhibited, 1 vehicle-only enzyme; activation factor at 20 µM; 64,000 tested, under 10 active; AID 813;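 active = activation factor of at least 2 at 20 µM, relative to controls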
RORa activator – activators of human nuclear receptor RORA; activation, % at 10 µM; CHO-K1 Gal4-RORA LBD luciferase reporter, luminescence; percent increase over mock-subtracted basal signal; AID 560; 65,000 tested, 1.5% active;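 active = activation above the mean of all tested compounds plus 3 SD, cut at about 49% in these data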;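 note: 0% = DMSO-treated RORA cells and 100% = added signal equal to DMSO minus mock-transfected cells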
5HT1a antag – antagonists of human 5-HT1a serotonin receptor. P08908. CHO 5-HT1a Ga15 NFAT-bla reporter, antagonist mode. inhibition, % at 10 µM. 62,000 tested, 0.68% active;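 active = inhibition above the mean of all tested compounds plus 3 SD, cut at about 43% in these data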;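 note: receptor stimulated by 5-CT agonist at 100 nM near EC80; beta-lactamase reporter measured by ratiometric fluorescence of a cleavable substrate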
NADH coupling – inhibitors of enzymes used to reach an NAD/NADH endpoint. coupled PK/LDH NADH assays, four targets. IC50, µM (top dose mostly 10 µM), without a hit: at the highest dose inhibition. 65,000 tested, 0.02% active. AID 774;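 active = single-dose screening hits from any of four coupled enzyme assays that gave an IC50 when retested across doses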;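 note: the DPM-DC format reads NADH fluorescence rather than 340 nm absorbance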
An asterisk follows results filed as active; nt = no result given; & = joins results of further samples; ! = not confirmed by another sample; [ ] = another dose, or the depositor's remark.

molecule,MMP13 inh,SF-1 act,A340 absorber,5HT1a ag,Autofluor 339,TNAP act DEA,RORa activator,5HT1a antag,NADH coupling
O=C(NCCN1CCCC1)c1cc(-c2ccncc2)nc2ccc(S(=O)(=O)N3CCOCC3)cc12,-3,-6,1,-1.7,1.1,0.9,-3,-10,3%
COCCCNC(=O)c1ccc2nc3ccccc3c(=O)n2c1,-110[fluorescence artefact?],8,1.1,1.3,4.9*,0.9,8,0,11%[fluoresces]
Cc1nc2sc(C(c3ccco3)N3CCN(c4ccc(F)cc4)CC3)c(O)n2n1 (configuration not stated),1,10,1.1,1.4,1.1,0.9,10,2,5%
Cc1noc(C)c1C(=O)NCCCc1ccccc1,2,-11,1,-0.5,1.1,1,-7,6,3%
Cc1ccc2c(CC(=O)O)coc2c1,6,-4,1,-3.3,1.1,0.9,-17,2,6%
CCNC(=O)N(C)c1nncnc1C(=O)NC,0,-15,0.98,-3.6,1,0.9,-12,nt,1%
COc1ccc(C2CC(=O)c3cnc(NC(=O)c4cc(OC)cc(OC)c4)nc3C2)cc1 (configuration not stated),-2,-6,1.1,0.7,1.1,0.9,15,20,3%
Cc1ccc(OCCC(=O)OCC(=O)C(C)(C)C)cc1,-2,-17,1.1,1.1,1,0.8,5,-2,4%
O=C(NCc1ccc2c(c1)OCO2)C1CCN(C(=O)Nc2ccc(Cl)cc2)CC1,-4,-1,0.99,1.0,1.1,0.9,8,4,7%
Cc1cc(NC(=O)C2CC2)ncc1NC(=O)C12CC3CC(CC(C3)C1)C2,7,11,1,-1.1,1.1,1,-5,3,3%
Cc1csc(SCCN2C(=O)c3ccccc3C2=O)n1,-406,65*,0.99,-0.1,0.99,1,73*,-7,6%
Cc1ccc(NC(=O)CN2CCC3(O)CCCCC3C2c2ccc3c(c2)OCO3)c(C)c1 (configuration not stated),0,-6,1,0.2,1,1,12,33,3%
CCCn1cc(SCC(N)=O)c2ccccc21,2,-2,0.98,-0.6,1.1,0.8,6,-4,1%
Cc1ccc(S(=O)(=O)N(CC(O)CN(C)C)c2ccccc2)cc1 (configuration not stated),-2,-2,1,0.6,1.1,0.9,21,nt,4%
O=C(NCCSc1c[nH]c2ccccc12)c1ccc(Br)o1,-11,1,0.99,0.4,1,0.7,-9,-4,2%
Cc1scc(C(=O)NCc2ccco2)c1-c1ccccc1,-2,-15,1,-1.1,1.1,0.9,-34,12,3%
Nc1nc2ccccc2n1/N=C/c1ccc(Br)cc1,-3,69*,1,0.7,1,0.7,70*,25,3%
COc1cc(-c2nc(-c3ccc(-c4ccccc4)nc3OC)no2)cc(OC)c1OC,2,-18,1,-0.1,1.6,0.9,-6,2,5%
N#C/C(=C\c1ccc(O)c(O)c1)C(=O)NCCCc1ccccc1,6,-69,1,-5.3,1,0.4,-31,nt,1%
CCCCNC(=O)C1CCCN1C(=O)Nc1cccc(OC)c1 (configuration not stated),-2,-9,1,-2.2,1.1,0.9,-8,-10,3%
CC1(C)CC(=O)C=C(N=CC2=C(O)CC(C)(C)CC2=O)C1,-2,-2,1,0.0,1.1,0.9,-16,nt,4%
O=C(COc1ccccc1)Nc1ccc(-c2nnc(-c3ccco3)o2)cc1,-43[fluorescence artefact?],66*,1,2.7,1.4,0.9,49,nt,5%
O=C1c2ccccc2NC(c2ccc(Cl)cc2Cl)N1O (configuration not stated),-10,1,1,-3.4,1.1,0.9,11,-5,10%
COc1cc(C(=O)N2CCN(C(=O)COc3ccc4ccccc4c3)CC2)cc(OC)c1OC,5,-11,1,-0.8,1.1,1,-24,4,2%
Nc1ccc2c(c1)C(=O)N(CCCC(=O)O)C2=O,8,-20,1,-0.8,1,0.9,-13,2,6%

An excerpt from above in order of the MMP13 inh value, low to high.
SMILES	MMP13 inh
O=C1c2ccccc2NC(c2ccc(Cl)cc2Cl)N1O (configuration not stated)	-10
Nc1nc2ccccc2n1/N=C/c1ccc(Br)cc1	-3
COc1ccc(C2CC(=O)c3cnc(NC(=O)c4cc(OC)cc(OC)c4)nc3C2)cc1 (configuration not stated)	-2
COc1cc(C(=O)N2CCN(C(=O)COc3ccc4ccccc4c3)CC2)cc(OC)c1OC	5
Cc1cc(NC(=O)C2CC2)ncc1NC(=O)C12CC3CC(CC(C3)C1)C2	7

Back to the main list, starting 3 compounds before the break.
molecule,MMP13 inh,SF-1 act,A340 absorber,5HT1a ag,Autofluor 339,TNAP act DEA,RORa activator,5HT1a antag,NADH coupling
O=C1c2ccccc2NC(c2ccc(Cl)cc2Cl)N1O (configuration not stated),-10,1,1,-3.4,1.1,0.9,11,-5,10%
COc1cc(C(=O)N2CCN(C(=O)COc3ccc4ccccc4c3)CC2)cc(OC)c1OC,5,-11,1,-0.8,1.1,1,-24,4,2%
Nc1ccc2c(c1)C(=O)N(CCCC(=O)O)C2=O,8,-20,1,-0.8,1,0.9,-13,2,6%
O=C(O)C1CCC(=O)N1C1CCCC1 (configuration not stated),0,0,1,2.0,1.1,0.9,3,-3,4%
O=C(CSc1nnc(-c2ccncc2)n1C1CCCCC1)Nc1cccc(O)c1,-1,-24,1,-0.3,1.1,0.9,-21,-16,7%
CCN1CCN(c2c(Cl)cccc2NC(=O)c2ccc(Br)o2)CC1,-1,-5,1,0.9,1.1,0.9,-22,64*,9%
CCOC(=O)CSC1=C(C#N)C(c2ccco2)C(C(=O)Nc2cccc(C(F)(F)F)c2)=C(C)N1 (configuration not stated),-3,-19,1.1,-0.2,1.2,0.9,-5,-23,1%
Cc1nc(NCC2CCCO2)nc2c1C(=O)CC(C)(C)C2 (configuration not stated),-5,16,1,-0.1,1.1,0.9,-6,-14,6%
CCCCn1c(CCC(=O)O)ccc1-c1cccs1,-1,-30,1.1,1.9,1.4,1,4,32,6%
CCc1c(C)nc2cc(-c3ccc(OC)c(OC)c3)nn2c1N1CCCC1,-7,1,1.1,1.2,1.1,1,8,15,4%
COCCOC(=O)C1=C(C)NC(=O)NC1c1cn(-c2ccccc2)nc1-c1cccs1 (configuration not stated),-2,5,1,3.1,1.1,1,4,-14,5%
Cc1noc(C)c1S(=O)(=O)NCCCN1CCN(Cc2ccccc2)CC1,5,-4,1,-1.3,1.1,0.9,0,16,5%
CCOc1ccc(S(=O)(=O)NCCC(=O)OCN2C(=O)c3ccccc3C2=O)cc1,3,-12,1,0.3,1.1,0.9,3,-19,4%
COc1cc(-c2c(C#N)c(=O)[nH]c3c2c(C)nn3-c2ccccc2)ccc1O,-4,-13,1.1,-3.9,2,0.8,-6,7,8%
CCOC(=O)c1c(C)[nH]c(C(=O)CSc2nnnn2-c2ccc(C)cc2)c1C,-9,-17,1,2.8,1,0.9,-9,-4,6%
COCCn1c(CN(C)Cc2ccccc2)nc2c1c(=O)n(C)c(=O)n2C,1,-8,1,0.5,1.1,1,21,-4,6%
O=C(c1ccc(C(=O)N2CCN(c3ccccc3F)CC2)nc1)N1CCN(c2ccccc2F)CC1,1,-11,1,-0.2,1.2,1,11,-2,3%
Cc1nc2ccc(N)cc2s1,-3,-1,1,-1.1,1.1,0.9,16,10,5%
Cn1c(=O)c2c(nc(CN3CCN(Cc4ccccc4)CC3)n2CCN2CCOCC2)n(C)c1=O,-1,2,1,2.2,1.1,0.9,10,-14,7%
CC1Cc2cc(/C(O)=C3/C(=O)C(=O)N(CC4CCCO4)C3c3ccco3)ccc2O1 (configuration not stated),-3,10,1.1,-0.9,1.1,0.9,-3,1,9%
O=C(O)CC1=C(O)C(=O)N(c2ccccc2)C1c1ccccc1 (configuration not stated),0,-23,1,-0.9,1,0.8,3,8,1%
CN(Cc1ccccc1)S(=O)(=O)c1ccc2[nH]c(=O)oc2c1,-7,-1,1,-0.3,1.1,0.8,16,4,6%
Cn1c(=O)c2c(nc(NCCc3ccccc3)n2CC(=O)NCCc2ccccc2)n(C)c1=O,4,-10,0.99,-2.7,1.1,0.9,2,-3,3%
O=c1c2cc(Cl)ccc2oc2nc3n(c(=O)c12)CCCS3,-12,-6,1.1,2.5,2.6*,0.9,-11,-21,11%
CCN(Cc1ccccc1)C(=O)c1ccccc1C,3,-4,1.1,-2.4,1.1,0.9,-10,16,5%
CCCCCOC(=O)C1[C@H]2C(=O)N(CCCOC)C[C@]23C=C[C@H]1O3 (some centres not stated),3,0,1,-5.2,1.1,1,-7,-7,2%
CC(C)(C)c1ccc(C(=O)N2CCC(C(=O)NCc3ccncc3)CC2)cc1,0,25,1,-0.2,1,0.9,60*,6,1%
CCCCOC(=O)c1cc(=O)[nH]c2ccccc12,-7&-7,-14&-16,1.1&1.1,-2.3&-1.1,2.1*!,nt,-14&8,-14&16,8%&8%

New compounds follow
Short forms – A = MMP13 inh; B = SF-1 act; C = A340 absorber; D = 5HT1a ag; E = Autofluor 339; F = TNAP act DEA; G = RORa activator; H = 5HT1a antag; I = NADH coupling
O=C1c2cccnc2C(=O)N1Cc1cccs1
  A: 5	B: 2	C: 1	D: -3.7	E: 1	F: 1	G: -17	H: -1	I: 6%
CSC1=NCCN1C(=O)C(C)Oc1ccccc1 (configuration not stated)
  A: 2	B: 4	C: 0.98	D: -1.6	E: 0.72	F: 1	G: -22	H: 0	I: 9%
Cc1cc(C)n(-c2nnc(C)n2N)n1
  A: -1	B: -2	C: 0.97	D: -3.3	E: 1.4	F: 0.9	G: -14	H: -10	I: 9%
O=C(CN1C(=O)c2ccccc2C1=O)N1CCOCC1
  A: 3	B: 10	C: 1	D: -1.6	E: 1.1	F: 0.9	G: 1	H: 4	I: 4%
Cc1onc(-c2ccccc2Cl)c1C(=O)Nc1ccc(OCC(=O)N2CCOCC2)cc1
  A: 4	B: -8	C: 1	D: -1.1	E: 1.1	F: nt	G: -14	H: -4	I: 6%
CCC1CCCCN1CCNC(=O)C1CCN(S(=O)(=O)c2c(C)noc2C)CC1 (configuration not stated)
  A: 1	B: -4	C: 1.1	D: 1.3	E: 1.1	F: 1	G: -10	H: 1	I: 4%
CCOC(=O)c1oc2cccc(O)c2c1CN(Cc1ccccc1)C(C)=O
  A: 0	B: -16	C: 1.1	D: 1.5	E: 1.3	F: 1	G: -2	H: 2	I: 10%
